Mcl1-Bid inh: disrupts binding of human Mcl-1 to Bid peptide | Q07820 | TR-FRET Mcl-1/Bid-Dy647 peptide binding, 1536-well | inhibition, % at 21.7 µM | actives 0.97% (n = 220,000);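 active = compounds that cut the binding signal by more than half at the single screening dose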;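 note: His-tagged Mcl-1 with europium anti-His antibody binding Bid BH3 peptide; 0% = Mcl-1 plus peptide wells and 100% = peptide-only wells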
Target sequence (Q07820 whole entry, looked up): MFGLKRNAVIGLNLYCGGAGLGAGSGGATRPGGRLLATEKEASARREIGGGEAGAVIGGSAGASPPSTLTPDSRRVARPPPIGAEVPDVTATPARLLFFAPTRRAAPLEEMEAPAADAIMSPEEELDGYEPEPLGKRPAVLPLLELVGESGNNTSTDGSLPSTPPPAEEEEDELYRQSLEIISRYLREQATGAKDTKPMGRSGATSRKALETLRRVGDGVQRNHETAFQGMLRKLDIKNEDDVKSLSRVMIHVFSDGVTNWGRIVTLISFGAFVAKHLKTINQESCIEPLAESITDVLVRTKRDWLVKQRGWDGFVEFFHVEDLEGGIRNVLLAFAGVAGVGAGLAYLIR
Rac1 act GTP bind: modulators of GTP binding to human Rac1 activated mutant | P63000 | percent activity (GTP binding), % at 10 µM | GST-Rac1 activated beads, fluorescent GTP binding, flow cytometry; actives lie on both sides; 100% means binding = to untreated wells | actives 0.11% (n = 190,000);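 active = GTP binding at least 20 percentage points away from the 100% baseline, in either direction, so actives lie on both sides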
Rab2 wt GTP: changes GTP binding to wildtype dog Rab2A, up or down | P61105 | GST-Rab2 wt beads, Bodipy-GTP binding, flow cytometry | GTP binding activity, % at 10 µM | actives 0.19% (n = 190,000) | AID 760;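 active = GTP binding activity at least 20 points away from 100%, either lowered or raised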;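 note: 0% = beads with excess unlabeled GTP and 100% = no-compound control corrected for plate trend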
Avidin bead fluor: compound fluoresces at 488/530 nm on avidin beads. compound fluorescence 488/530 nm, flow cytometry; hits give high values. fluorescence (KMESF) at 10 µM. actives 0.38% (n = 220,000); in the data active = fluorescence above about 47; note: inactives centre near 10
Mcl1 Noxa PPI: Mcl-1/Noxa interaction inhibition | actives 1.5% (n = 220,000) | Q07820 | TR-FRET Mcl-1/Noxa peptide binding, 2 h | inhibition, % at 21.7 µM | AID 1022;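 active = compounds that cut the protein-peptide binding signal by more than 50% relative to plate controls in a single-dose test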;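 note: His-tagged Mcl-1 with rhodamine Noxa BH3 peptide and terbium anti-His antibody; 0% = Mcl-1 plus Noxa peptide wells and 100% = peptide-only wells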
Mcl-1 Bim block: disrupts Bim peptide binding to human Mcl-1 | Bead-based flow cytometry, Bim peptide-Mcl-1 binding | inhibition, % at 10 µM | AID 1009 | actives 0.1% (n = 190,000) | Q07820; in the data active = inhibition above about 40%;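 note: 0% = no compound tracer wells and 100% = peptide blocker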
Rac1 wt modul: alters GTP binding to wildtype human Rac1; P63000; GST-Rac1 beads, fluorescent GTP binding, flow cytometry; actives lie on both sides; 0 = cold GTP competed, 100 = untreated; GTP binding activity (% of control), % at 10 µM; actives 0.27% (n = 190,000); AID 757;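 active = GTP binding activity at least 20 points away from the 100% control level, either lower or higher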
Cdc42 wt GTP: human Cdc42 wildtype GTP binding change, either direction; GST-Cdc42 beads, Bodipy-GTP binding, flow cytometry; actives lie on both sides; P60953; AID 761; actives 0.2% (n = 190,000); percent activity (GTP binding), % at 10 µM;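 active = percent activity GTP binding at least 20 points away from the 100% baseline, either down as inhibitor or up as activator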;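 note: median bead fluorescence of bound Bodipy-FL-GTP at 100 nM; 0% = excess unlabeled GTP control and 100% = no compound control; below 100% means less GTP binding so inhibitor and above means activator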
Target sequence (P60953 whole entry, looked up): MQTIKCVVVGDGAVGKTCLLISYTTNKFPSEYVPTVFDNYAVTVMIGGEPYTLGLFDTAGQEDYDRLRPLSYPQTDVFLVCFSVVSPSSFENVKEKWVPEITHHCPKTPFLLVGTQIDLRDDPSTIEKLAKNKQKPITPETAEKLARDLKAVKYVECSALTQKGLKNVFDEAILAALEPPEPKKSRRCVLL
Pf gamet viab: inhibitors of late stage P. falciparum gametocyte viability. actives 0.065% (n = 150,000). P. falciparum stage V gametocytes, ATP luminescence, 24 h. AID 743093. inhibition, % at 10.9 µM;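 active = inhibition above the mean plus 3 SD of compounds within the control limits, set per campaign, cut at about 38% in these data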;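 note: 0% = DMSO wells and 100% = medium only without gametocytes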
HRas wt GTP bind: human HRas wildtype GTP binding, change in either direction; P01112; GST-Ras wt beads, Bodipy-FL-GTP binding, flow cytometry; actives lie on both sides; GTP binding activity, % at 10 µM; actives 0.14% (n = 190,000); AID 759;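 active = GTP binding activity at least 20% away from the 100% baseline, either lowered as inhibitor or raised as activator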;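 note: 0% = unlabeled GTP competition control and 100% = no-compound control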
Target sequence (P01112 whole entry, looked up): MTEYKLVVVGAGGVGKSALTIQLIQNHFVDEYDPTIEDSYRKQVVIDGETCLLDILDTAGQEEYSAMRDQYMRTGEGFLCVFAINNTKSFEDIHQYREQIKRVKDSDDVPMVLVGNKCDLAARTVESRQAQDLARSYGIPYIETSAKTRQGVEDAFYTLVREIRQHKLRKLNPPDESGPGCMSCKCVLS
Rab7 wt GTP bind: alters GTP binding to wildtype dog Rab7; GST-Rab7 beads, fluorescent GTP binding, flow cytometry; actives lie on both sides; untreated = 100%, excess cold GTP = 0%; actives 0.055% (n = 190,000); GTP binding activity (percent of control), % at 10 µM;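 active = fluorescent GTP binding to Rab7 beads changed by at least 20 points from the 100% baseline, either direction, mostly lower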;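 note: median green fluorescence of bound Bodipy-FL-GTP per Rab7 bead population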
* = called active by the depositor; · = not tested or not shown; [ ] = dose if it differs, or a comment.

(1) CN(CC(=O)Nc1nc2ccccc2s1)S(=O)(=O)c1ccc(Cl)cc1
(2) CC1CCC(NC(=O)COc2ccc(C(=O)c3ccccc3)cc2)CC1 (centres undefined)
(3) Cc1nc2cccc(C)n2c(=O)c1Cl
(4) COc1ccccc1CC1(C)NC(=O)N(CC(=O)N2CC(C)OC(C)C2)C1=O (centres undefined)
(5) CC(OC(=O)CNC(=O)c1ccc2c(c1)OCO2)C(=O)NCCC1=CCCCC1 (centres undefined)
(6) Cc1ccccc1N1C(=O)[C@@H]2Cc3ccccc3CN2C1=O
(7) Cc1cccc2nc(CSc3nc4ccc([N+](=O)[O-])cc4[nH]3)cn12
(8) Cc1nnc(SCc2ccccc2C#N)n1-c1ccccc1

assay / entry	1	2	3	4	5	6	7	8
Mcl1-Bid inh	1	1	-12	-18	-30	4	-65	-2
Rac1 act GTP bind	103	97	101	101	96	99	99	95
Rab2 wt GTP	101	99	110	102	98	101	100	93
Avidin bead fluor	6	2	11	32	13	14	12	25
Mcl1 Noxa PPI	-10	0	-12	9	-13	7	-57	-2
Mcl-1 Bim block	-77	-4	0	0	-4	-4	-2	-1
Rac1 wt modul	112	103	120*[activator]	105	95	107	99	96
Cdc42 wt GTP	108	98	113	104	96	107	98	97
Pf gamet viab	21	-7	·	7	8	-18	6	17
HRas wt GTP bind	105	96	109	101	97	102	97	97
Rab7 wt GTP bind	103	95	105	98	96	101	100	94

(9) CCCCC(=O)Nc1ncc2c(n1)CC(C)(C)CC2=O
(10) CC(=O)Nc1ccc(S(=O)(=O)N(C)CC(=O)NC2=NCCS2)cc1
(11) CCCCN1C(=O)/C(=C2/C=CC=CN2C)SC1=S
(12) Cc1nc(Cl)sc1C(=O)Nc1ccc(Cl)cc1
(13) CCO/C(C)=N/n1c2nc3ccccc3nc2c2c(=O)n(Cc3ccccc3Cl)c(C)nc21
(14) COc1cc(Cl)c(C)cc1NC(=O)CCCn1c(=O)oc2ccccc21
(15) COc1cc(OC)cc(-c2cc3nc(C)c(CCC(=O)O)c(C)n3n2)c1
(16) COC(=O)c1ccc(NC(=O)CCS(=O)(=O)c2ccc(Br)cc2)cc1

assay / entry	9	10	11	12	13	14	15	16
Mcl1-Bid inh	-4	-25	-33	-65	-11	95*	62*	-4
Rac1 act GTP bind	96	101	99	100	97	100	98	100
Rab2 wt GTP	98	103	99	100	101	99	92	99
Avidin bead fluor	35	11	34	2	9	10	9	9
Mcl1 Noxa PPI	11	2	-13	12	-2	26	33	11
Mcl-1 Bim block	0	-6	0	0	1	-1	0	-4
Rac1 wt modul	101	106	109	102	107	102	97	103
Cdc42 wt GTP	98	106	102	100	99	102	96	99
Pf gamet viab	28	-7	·	0	·	-10	·	16
HRas wt GTP bind	101	101	101	101	102	98	96	99
Rab7 wt GTP bind	100	100	99	102	102	99	94	98

(17) CC(C)Cc1ccc(C(C)C(=O)N2CCOCC2)cc1 (centres undefined)
(18) CC(C(=O)NCC1CCCO1)n1cccc1C(=O)c1ccccc1 (centres undefined)
(19) COC(=O)Cc1[nH]nc2c1C1(CCSCC1)C(C#N)=C(N)O2
(20) O=C(NC1CCCCCCC1)c1cc(-c2ccccn2)nc2ccccc12
(21) Cc1ccc(-c2nn(CC(=O)N(C)C)c(=O)c3ccccc23)cc1S(=O)(=O)N(C)C
(22) CCO[C@@H]1OC(C(=O)NCc2nc3ccccc3[nH]2)=C[C@H](C2CC2)[C@H]1CCCO
(23) CCS(=O)(=O)N1CCCC(C(=O)NC2CCCCC2)C1 (centres undefined)
(24) Cc1nc2ccc(NC(=O)c3sccc3C)cc2s1

assay / entry	17	18	19	20	21	22	23	24
Mcl1-Bid inh	2	9	-5	-4	3	-9	-9	0
Rac1 act GTP bind	97	99	96	97	99	97	100	100
Rab2 wt GTP	95	99	97	98	101	97	108	102
Avidin bead fluor	8	12	34	21	14	5	7	8
Mcl1 Noxa PPI	17	2	-5	5	9	-4	3	17
Mcl-1 Bim block	0	-6	-6	-1	0	1	-2	-2
Rac1 wt modul	97	107	103	101	99	97	104	108
Cdc42 wt GTP	98	103	98	97	102	95	107	107
Pf gamet viab	·	·	-39	-6	·	11	·	·
HRas wt GTP bind	97	102	99	99	101	98	107	104
Rab7 wt GTP bind	98	104	96	101	99	97	102	105

(25) Cc1c(NC2=CC(=O)CC(C)(C)C2)ccc([N+](=O)[O-])c1C
(26) Cc1cc(C(=O)O)ccc1-c1ccc(CO)o1
(27) Cc1ccc(Nc2nc(Cl)c(C=O)s2)cc1Cl
(28) O=S(=O)(NCc1ccccc1)c1ccc(S(=O)(=O)N(Cc2ccccn2)Cc2ccco2)cc1
(29) CCn1c(-c2csc3c2CCCC3)n[nH]c1=S
(30) Cc1ccc(NCc2ccncc2)c(Br)c1
(31) Cn1cccc1C(=O)OCC(=O)Nc1ccc2c(c1)OCO2
(32) COC(=O)NCC1(C)CC(NC(=O)OC)CC(C)(C)C1 (centres undefined)

assay / entry	25	26	27	28	29	30	31	32
Mcl1-Bid inh	1	-13	-38	-10	-62	-1	-1	0
Rac1 act GTP bind	99	96	93	96	101	94	97	95
Rab2 wt GTP	100	97	102	99	101	99	98	100
Avidin bead fluor	3	12	9	15	2	12	8	14
Mcl1 Noxa PPI	-4	22	1	10	13	33	8	1
Mcl-1 Bim block	0	-3	-4	-3	-6	5	6	0
Rac1 wt modul	103	94	94	99	108	98	97	99
Cdc42 wt GTP	99	100	97	99	101	96	93	99
Pf gamet viab	-12	-8	-4	·	-6	·	8	·
HRas wt GTP bind	99	98	98	99	99	101	97	99
Rab7 wt GTP bind	98	97	100	98	100	102	103	100

(33) O=C(c1ccncc1)N1CCN(C(=O)c2ccncc2)CC1
(34) C=CCOc1c(Br)cc(C2NC(=O)NC(C)=C2C(C)=O)cc1OCC (centres undefined)
(35) C=CCOC(=O)C1=C[C@@H](c2coc3ccccc3c2=O)C[C@@H](OCc2ccc(CO)cc2)O1
(36) CC(c1ccco1)N(C(=O)c1ccccc1NS(=O)(=O)c1ccc(Cl)cc1)c1ccccn1 (centres undefined)
(37) CCOC(=O)CSc1ncc(-c2cccc(Cl)c2)cn1
(38) Cc1ccc(C(=O)C2CCN(CC(=O)Nc3nc(C)cs3)CC2)cc1
(39) CN1CCN(CC(=O)Nc2nnc(-c3cccs3)s2)CC1
(40) CN(C)/C=C(\C=O)c1onc(-c2ccccc2Cl)c1C#N

assay / entry	33	34	35	36	37	38	39	40
Mcl1-Bid inh	-8	7	13	-9	0	-2	-18	-8
Rac1 act GTP bind	101	94	97	96	100	99	99	97
Rab2 wt GTP	100	93	97	99	99	99	101	96
Avidin bead fluor	19	31	6	25	25	29	10	11
Mcl1 Noxa PPI	-12	13	-2	5	1	4	4	6
Mcl-1 Bim block	-4	-3	-2	-5	-2	-6	-3	2
Rac1 wt modul	106	94	98	101	103	102	105	96
Cdc42 wt GTP	107	98	98	104	100	99	104	97
Pf gamet viab	·	·	·	-7	-6	-7	-1	-7
HRas wt GTP bind	101	97	96	99	100	98	100	95
Rab7 wt GTP bind	99	94	97	98	102	99	102	98

Whole records as entered above. Values in the order: Mcl1-Bid inh | Rac1 act GTP bind | Rab2 wt GTP | Avidin bead fluor | Mcl1 Noxa PPI | Mcl-1 Bim block | Rac1 wt modul | Cdc42 wt GTP | Pf gamet viab | HRas wt GTP bind | Rab7 wt GTP bind
`Cc1c(NC2=CC(=O)CC(C)(C)C2)ccc([N+](=O)[O-])c1C` in the list: 1 | 99 | 100 | 3 | -4 | 0 | 103 | 99 | -12 | 99 | 98
`CCO[C@@H]1OC(C(=O)NCc2nc3ccccc3[nH]2)=C[C@H](C2CC2)[C@H]1CCCO` in the list: -9 | 97 | 97 | 5 | -4 | 1 | 97 | 95 | 11 | 98 | 97
`CN(CC(=O)Nc1nc2ccccc2s1)S(=O)(=O)c1ccc(Cl)cc1` in the list: 1 | 103 | 101 | 6 | -10 | -77 | 112 | 108 | 21 | 105 | 103
`CCO/C(C)=N/n1c2nc3ccccc3nc2c2c(=O)n(Cc3ccccc3Cl)c(C)nc21` in the list: -11 | 97 | 101 | 9 | -2 | 1 | 107 | 99 | · | 102 | 102
`CCOC(=O)CSc1ncc(-c2cccc(Cl)c2)cn1` in the list: 0 | 100 | 99 | 25 | 1 | -2 | 103 | 100 | -6 | 100 | 102

Next part.
(41) CC(C)OC(=O)c1ccc(NC(=O)c2ccco2)cc1
(42) CCOc1ccc(N2C(=O)CC(N3CCN(C4CCc5ccccc5C4)CC3)C2=O)cc1 (centres undefined)
(43) CCOC(=O)N1CCN(C2CC(=O)N(c3ccc(Oc4ccccc4)cc3)C2=O)CC1 (centres undefined)
(44) CC1(C)CC(N2CCCCC2)=CC(=[N+]2CCCCC2)C1
(45) CCC(C)NS(=O)(=O)c1ccc(OC)c(Cl)c1Cl (centres undefined)
(46) Cc1noc(C)c1/C=N/Nc1ccc2ccccc2n1
(47) CC1CN(C(=O)CSc2nnc(-c3ccc(Cl)cc3)n2C)CC(C)O1 (centres undefined)
(48) c1ccc(-c2nn3c(C4CCCCC4)nnc3s2)nc1

assay / entry	41	42	43	44	45	46	47	48
Mcl1-Bid inh	-27	-13	-19	5	-32	-42	6	-13
Rac1 act GTP bind	99	102	96	95	98	97	101	99
Rab2 wt GTP	100	104	96	100	99	98	100	98
Avidin bead fluor	7	36	11	7	9	8	14	0
Mcl1 Noxa PPI	-15	-74	-3	48	-3	10	8	15
Mcl-1 Bim block	0	-4	-1	6	-71	2	-2	1
Rac1 wt modul	104	106	102	100	107	101	105	103
Cdc42 wt GTP	101	101	103	101	101	97	103	97
Pf gamet viab	·	·	·	-7	·	26	·	-18
HRas wt GTP bind	101	102	101	98	103	96	100	99
Rab7 wt GTP bind	103	99	100	96	104	94	99	94

(49) S=C(NCCN1CCOCC1)NC1CCCC1
(50) CNC(=O)Nc1ccccc1C(=O)NCc1ccccc1
(51) O=C(NCc1ccc(Cl)cc1)c1noc2c1CCCCC2
(52) CCOc1ccc(C(CC(=O)O)NC(=O)C(Sc2ccccc2)c2ccccc2)cc1 (centres undefined)
(53) C=CCN(CC=C)CC(O)Cn1c2ccccc2c2ccccc21 (centres undefined)
(54) COC(=O)c1ccccc1NC(=O)COC(=O)c1cccnc1
(55) N#Cc1nc(-c2cccs2)oc1NCc1ccco1
(56) CCOC(=O)C1CCCN(Cc2c(Cl)cccc2Cl)C1 (centres undefined)
(57) COc1ccc(CNc2ccc3c(c2)ncn3-c2ccccc2OC)cc1

assay / entry	49	50	51	52	53	54	55	56	57
Mcl1-Bid inh	-22	0	-16	-30	-3	-3	-29	23	-70
Rac1 act GTP bind	96	98	99	93	98	99	98	96	95
Rab2 wt GTP	96	98	99	94	100	100	98	98	97
Avidin bead fluor	12	37	28	6	10	8	32	13	20
Mcl1 Noxa PPI	1	17	4	4	4	10	7	28	15
Mcl-1 Bim block	1	0	1	0	0	0	-2	-3	1
Rac1 wt modul	99	99	104	96	101	101	103	99	96
Cdc42 wt GTP	96	99	103	95	96	99	100	102	98
Pf gamet viab	-17	-8	-33	-20	·	·	·	·	·
HRas wt GTP bind	98	98	100	96	100	100	98	100	101
Rab7 wt GTP bind	99	96	97	95	102	102	97	98	100
